Assay outcomes deposited in PubChem BioAssay by National Center for Advancing Translational Sciences (NCATS).
GAA glycogen mod = alters human alpha-glucosidase cleavage of glycogen; Potency, µM (highest dose often 76.4 µM), inactives show at the top dose activity change, negative = inhibition, hits mostly inhibitors; P10253; recombinant GAA, glycogen substrate, Amplex Red glucose oxidase fluorescence; AID 2100; actives 0.38% (n = 300,000);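 also: 0% = full enzyme reaction and -100% = no-enzyme basal signal; the screen sought inhibitors and activators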
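qHTS, 1536-well; enzyme 4 nM final; cpd up to 77 uM; substrate bovine liver glycogen 30 ug; 50 mM citrate/phosphate pH 5.0, 0.01% Tween-20; 37 C, 40 min; Amplex Red detection 45 min RT; Hill fit → AC50.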
aGlu spleen mod = inhibitors or activators of human alpha-glucosidase in spleen homogenate | P10253 | human spleen homogenate, 4-MU-alpha-glucoside fluorescence | Potency, µM (highest dose often 79.9 µM), for the others: top-dose activity change, negative = inhibition, actives largely listed as inhibitors | actives 0.006% (n = 240,000) | AID 2112;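 also: 0% = enzyme with vehicle and -100% = no enzyme basal signal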
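Human spleen homogenate (1 ug) with 4-methylumbelliferyl-alpha-D-glucopyranoside (1 mM final) in 50 mM citrate/phosphate pH 5.0, 0.01% Tween-20; 40 min at 37 C. Stopped at pH 10; 4-MU fluorescence Ex 365/Em 440 nm; AC50 by Hill fit.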
Tau FP inhib = blocks human tau fibril formation measured by polarization; K18 P301L tau heparin fibrillization, Alexa594 FP, 6 h; actives 0.39% (n = 280,000); P10636; Potency, µM (titrated, usually from 57.7 µM), without a hit: at the highest dose activity, negative = inhibition, usual class: inhibitors; also: % is scaled to controls: 0 for no effect and ±100 for the full control effect; nearly all actives have a fitted effect of over 55% in size
Target sequence (P10636 561-689 P618L limits assumed): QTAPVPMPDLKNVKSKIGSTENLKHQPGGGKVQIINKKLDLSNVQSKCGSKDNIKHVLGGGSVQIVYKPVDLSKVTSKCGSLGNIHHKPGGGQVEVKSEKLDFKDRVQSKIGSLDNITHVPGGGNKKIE
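Quantitative HTS format: compounds meet 15 uM recombinant K18 P301L tau and Alexa 594-tau tracer in 100 mM sodium acetate pH 7; 20 uM heparin triggers fibrillization at 37 C over 6 hr; FP gives the signal.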
aGal spleen mod = inhibitors or activators of human alpha-galactosidase in spleen homogenate. P06280. human spleen homogenate, 4MU-alpha-Gal fluorescence, 40 min. Potency, µM (series often up to 80 µM), for the others: top-dose activity change, negative = inhibition, actives largely listed as inhibitors. actives 0.008% (n = 240,000). AID 2107;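 also: 0% = enzyme with vehicle and -100% = no enzyme basal signal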
Target sequence (P06280 32-429 limits assumed): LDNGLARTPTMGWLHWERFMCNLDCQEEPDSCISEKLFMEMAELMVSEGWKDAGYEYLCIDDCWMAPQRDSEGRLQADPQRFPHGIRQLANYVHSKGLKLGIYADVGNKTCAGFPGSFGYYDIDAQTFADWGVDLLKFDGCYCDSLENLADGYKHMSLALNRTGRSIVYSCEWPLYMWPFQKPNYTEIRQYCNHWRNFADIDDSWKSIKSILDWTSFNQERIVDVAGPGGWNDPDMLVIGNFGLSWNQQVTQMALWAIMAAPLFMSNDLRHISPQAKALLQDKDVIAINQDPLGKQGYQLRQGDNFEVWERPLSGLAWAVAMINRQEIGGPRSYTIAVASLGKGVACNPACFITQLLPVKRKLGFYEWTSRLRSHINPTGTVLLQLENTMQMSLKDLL
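Inhibition or activation of alpha-galactosidase in human spleen homogenate is scored by 4-MU fluorescence after 40 min at 37C, pH 5.0, with 1 mM substrate. AC50s come from concentration-response fitted to the Hill equation.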
Tau fluor counter = counter-screen for tau fibril formation inhibitors; tau K18 P301L Alexa594 fluorescence, heparin fibrillization; actives 0.93% (n = 280,000); Potency, µM (highest dose often 57.7 µM), for the others: at the top dose activity change, negative = decrease; also: % is scaled to controls: 0 for no effect and ±100 for the full control effect; nearly all actives have a fitted effect of over 55% in size
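Human K18 P301L tau (15 uM unlabeled plus 0.24 uM Alexa 594-labeled, final) in 100 mM sodium acetate pH 7 was mixed with compound and 20 uM heparin and incubated 6 hr at 37 C.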
HTT ATP protect = Huntington cell model cytoprotection by ATP luminescence; actives 0.14% (n = 230,000); Potency, µM (top dose mostly 56.4 µM), for the others: cytoprotection (ATP increase), usual class: activators; PC12 HTT-Q103 induced, cytoprotection, ATP luminescence, 40 h;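 also: % of control where 0% means no effect; nearly all actives have a fitted effect of over 45% in size; toxic huntingtin expression switched on by the ecdysone agonist tebufenozide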
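Stable PC12 Q103-GFP cells in serum-supplemented, phenol red-free DMEM; induction by tebufenozide at 100 nM final; compound dose series; cell viability quantified luminescently from ATP.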
GAA inh = alpha-glucosidase (human) inhibition; P10253; purified human GAA, 4-MU-alpha-glucoside fluorescence; Potency, µM (top dose mostly 76.9 µM), inactives show at the top dose activity change, negative = inhibition, actives largely listed as inhibitors; actives 0.005% (n = 200,000);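 also: plate controls were uninhibited enzyme wells for no effect and no-enzyme background for full effect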
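Read-out is 4-methylumbelliferone fluorescence (Ex 365/Em 440 nm) after NaOH/glycine stop at pH 10. Enzyme 4 nM, substrate 400 uM, pH 5.0 citrate buffer, 20 min room temperature; AC50 from Hill-equation concentration-response.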
Tau fibril ThT = tau fibrillization inhibition (ThT binding); actives 2.1% (n = 270,000); recombinant tau K18 P301L (four-repeat tau fragment), heparin-induced fibrillization, ThT fluorescence; AID 1460; P10636; Potency, µM (doses to about 57.4 µM), inactives show at the top dose activity, negative = inhibition, most hits filed as inhibitors; also: % is scaled to controls: 0 for no effect and ±100 for the full control effect; nearly all actives have a fitted effect of over 55% in size
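Heparin-induced (20 uM) aggregation of recombinant human K18 P301L tau, 15 uM unlabeled with 0.24 uM labeled, pH 7 acetate buffer, 6 hr at 37 C with compound. Fibrils quantified by 30 uM ThT fluorescence after 1 hr ambient incubation.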
The depositor's hits bear a star; ? = inconclusive; / = not tested or not shown; [ ] = dose if it differs, or a comment. Calls follow the shape of the dose curve; as a rule, active = well fitted curve in the direction sought with a large enough effect; inconclusive = small, poorly fitted or top-dose-only effect, or another doubt; inactive = no such curve, though single readings can be large; an effect the other way counts as inactive or inconclusive. Potency is read from the fitted curve at half-maximal effect.

Compound	aGlu spleen mod	GAA glycogen mod	Tau fibril ThT	Tau fluor counter	GAA inh	aGal spleen mod	Tau FP inhib	HTT ATP protect
Cc1nc2ccccn2c1/C(O)=C1\C(=O)C(=O)N(CCCn2ccnc2)C1c1ccncc1 (stereo unspecified)	-5%	-5%	-12%	-9%	-10%	-4%	-11%	-8%
O=C(N/N=C\c1cccnc1)c1cc(-c2ccc(Cl)s2)[nH]n1	-1%	-3%	?	-10%	4%	2%	-2%	-14%
CC1(C)C([N+](=O)[O-])C(c2ccc(F)cc2)NC(c2ccc(F)cc2)C1[N+](=O)[O-] (stereo unspecified)	1%	-3%	-3%	-20%	/	5%	-7%	-3%[10 µM]
FC(F)(F)c1cccc(Cc2noc(CN3CCCC(OCc4ccccn4)C3)n2)c1 (stereo unspecified)	-4%	0%	-8%	-8%	-8%	3%	9%	2%[10 µM]
CC(C)(C)n1ncc2c(=O)n(CC(=O)Nc3ccc4c(c3)OCO4)cnc21	-12%	4%	0%	-6%	-7%	5%	-1%	-35%
CC(=O)Nc1ccc(S(=O)(=O)N(C)CCOCc2ccccc2)cc1	-2%	2%	-1%	-21%	9%	1%	-12%	3%
COc1cc(CC(=O)O)ccc1OCc1ccccc1	-3%	5%	-5%	-5%	-1%	-6%	6%	15%[10 µM]
CCOC(=O)Cn1c(=O)oc2cc(S(=O)(=O)NCc3ccc(F)cc3)ccc21	/	16%[76.3 µM]	-9%	-22%	/	/	0%	/
CCOc1ccc(S(=O)(=O)Nc2cc(Sc3ncn[nH]3)c3oc(=O)sc3c2)cc1	-2%	?	?	?	-4%	-10%	?	-1%
CCCCN(C(=O)NC(=O)C1=C(N2CCOCC2)/C(=C/c2ccccc2)CC1)S(C)(=O)=O	4%	-1%	-16%	3%	?	?	2%	-8%
O=C(N/N=C/c1ccc([N+](=O)[O-])cc1)c1cc(-c2ccc3c(c2)OCO3)n[nH]1	1%	2%	/	?	/	-3%	0%	8%[10 µM]
O=C(c1cc2ccccc2o1)N(C1CC1)C1(C(=O)Nc2ccccc2)CCCC1	-3%	-4%	-3%	-8%	-6%	1%	-1%	-29%
O=C(CN1C(=O)C2CC=CCC2C1=O)Nc1nc2ccccc2s1 (stereo unspecified)	-4%	-6%	5%	-5%	-1%	-6%	0%	-17%
Cn1c(=O)[nH]c(=O)c2cc(C(=O)c3cc(F)ccc3O)cnc21	5%	9%	5%	11%	1%	-13%	-2%	-6%
Cc1nn(Cc2c(F)cccc2Cl)c(C)c1[N+](=O)[O-]	/	2%	-6%	-3%	-1%	-6%	-1%	11%
N#C/C(=C\c1cc([N+](=O)[O-])ccc1Cl)C(N)=O	7%	2%	?	-22%	-1%	-2%	7%	1.3µM*
CCOC(=O)c1ccc(NC(=O)c2ccccc2)cc1	?	1%	-11%	-5%	-6%	10%	-4%	-7%
Nc1ncnc2nc(N3CCN(C(=O)c4ccccc4)CC3)[nH]c12	-3%	8%	4%	5%	2%	6%	-4%	-1%
Cn1c(C2CC(=O)N(Cc3ccccc3)C2)nc2ccccc21 (stereo unspecified)	-13%	1%	-12%	1%	4%	4%	8%	2%[10 µM]
O=c1c2[nH]c3ccccc3c2ncn1C1CCCCC1	5%	-7%	-7%	-5%	-6%	4%	3%	-91%[inhibitor][0.074 µM]
CCOC(=O)c1sc(NNC(=O)c2ccc(F)cc2)nc1C	-3%	-1%	4%	-10%	/	-13%	1%	15%[10 µM]
O=C(OC1CCN(c2ncc(C(F)(F)F)cc2Cl)CC1)c1ccc(Cl)cc1	-3%	4%	-19%	-7%	-4%	0%	-3%	5%
CCN(C(=O)COC(=O)c1nn(-c2ccccc2)c(=O)c2ccccc12)C1CCS(=O)(=O)C1 (stereo unspecified)	-12%	4%	-5%	-7%	/	3%	-7%	-4%[10 µM]
O=C(N/N=C/c1ccco1)C1COc2ccccc2O1 (stereo unspecified)	-2%	-7%	-5%	-5%	8%	5%	-1%	9%[10 µM]
CC(OC(=O)Cc1coc2cc3c(cc12)CCC3)C(=O)NCc1ccc2c(c1)OCO2 (stereo unspecified)	2%	-6%	-20%	-19%	0%	-1%	2%	9%
CC(C)(C)SCCNS(=O)(=O)c1ccc(Cl)cc1	-29%	-14%	-6%	-14%	5%	-10%	-4%	-26%[10 µM]
CCCCCCCCN1C(=O)N(C)C(N(O)C(=O)NC)C1(C)C (stereo unspecified)	-5%	-25%	-7%	-9%	4%	-1%	-8%	-6%
CCO[C@H]1OC(C(=O)N2CCN(Cc3ccc4c(c3)OCO4)CC2)=C[C@@H](c2ccc3c(c2)OCO3)[C@@H]1CCCO	3%	-6%	-16%	-12%	/	6%	4%	-10%[10 µM]
CCC1=NN(C(=O)Cc2ccc([N+](=O)[O-])cc2)C(O)(c2ccc(Br)cc2)C1 (stereo unspecified)	3%	-3%	?	-16%	-11%	5%	4%	-5%[10 µM]
O=S(=O)(Nc1cccc(-c2cn3cccnc3n2)c1)c1ccc(F)cc1	4%	2%	-1%	-6%	3%	2%	-4%	/

Part of the list above, as labelled records:
CCCCN(C(=O)NC(=O)C1=C(N2CCOCC2)/C(=C/c2ccccc2)CC1)S(C)(=O)=O
  aGlu spleen mod: 4%
  GAA glycogen mod: -1%
  Tau fibril ThT: -16%
  Tau fluor counter: 3%
  GAA inh: ?
  aGal spleen mod: ?
  Tau FP inhib: 2%
  HTT ATP protect: -8%
Cn1c(C2CC(=O)N(Cc3ccccc3)C2)nc2ccccc21 (stereo unspecified)
  aGlu spleen mod: -13%
  GAA glycogen mod: 1%
  Tau fibril ThT: -12%
  Tau fluor counter: 1%
  GAA inh: 4%
  aGal spleen mod: 4%
  Tau FP inhib: 8%
  HTT ATP protect: 2%[10 µM]

Arranged by formula weight (low to high): 4 of the compounds above.
Compound	aGlu spleen mod	GAA glycogen mod	Tau fibril ThT	Tau fluor counter	GAA inh	aGal spleen mod	Tau FP inhib	HTT ATP protect
O=S(=O)(Nc1cccc(-c2cn3cccnc3n2)c1)c1ccc(F)cc1	4%	2%	-1%	-6%	3%	2%	-4%	/
CC(C)(C)n1ncc2c(=O)n(CC(=O)Nc3ccc4c(c3)OCO4)cnc21	-12%	4%	0%	-6%	-7%	5%	-1%	-35%
CCCCN(C(=O)NC(=O)C1=C(N2CCOCC2)/C(=C/c2ccccc2)CC1)S(C)(=O)=O	4%	-1%	-16%	3%	?	?	2%	-8%
CCN(C(=O)COC(=O)c1nn(-c2ccccc2)c(=O)c2ccccc12)C1CCS(=O)(=O)C1 (stereo unspecified)	-12%	4%	-5%	-7%	/	3%	-7%	-4%[10 µM]

Carrying on:
Compound	aGlu spleen mod	GAA glycogen mod	Tau fibril ThT	Tau fluor counter	GAA inh	aGal spleen mod	Tau FP inhib	HTT ATP protect
CCN(CC)Cc1oc(CO)cc(=O)c1O	2%	-23%	-13%	-5%	3%	1%	-1%	-28%
O=C(c1ccncc1)c1nccn1-c1ccccn1	5%	-15%	-3%	-2%	6%	15%	1%	10%[10 µM]
CCN1c2ccccc2-c2nc3ccccc3n2C1c1cccnc1 (stereo unspecified)	23%	2%	-6%	-9%	?	?	-6%	0%[0.074 µM]
COc1cc2c(cc1NC(=O)COC(=O)C1CC(=O)N(Cc3ccco3)C1)oc1ccccc12 (stereo unspecified)	-4%	-1%	1%	-7%	-2%	-5%	-2%	-10%
CCOC(=O)c1oc2ccccc2c1NC(=O)c1ccc(Cl)s1	2%	-2%	3%	-14%	0%	-1%	-17%	-5%[10 µM]
COc1ccc(-c2cc(-c3ccccc3)c(C#N)c(S(C)(=O)=O)n2)cc1	-4%	2%	-10%	-17%	?	18%	-6%	?
CCCCNc1nc(N)ncc1[N+](=O)[O-]	-20%	4%	2%	0%	-10%	-4%	13%	-5%[10 µM]
CCOc1ccc(-c2nnc(SCC(=O)NCc3ccccc3)o2)cc1	/	-3%[76.3 µM]	-6%	-23%	/	/	?	/
COc1ccc(OC)c(-c2cc(C(=O)Nc3cccc(Cl)c3C)no2)c1	/	-9%[76.3 µM]	-6%	-27%	/	/	-18%	/
O=C(O)CSc1ccc(NC(=O)Nc2ccccc2F)cc1	-12%	0%	-9%	-5%	/	2%	6%	20%[10 µM]
CCOc1ccc(-n2c(C)cc(C(=O)NS(=O)(=O)c3ccc(C)cc3)c2C)cc1	-1%	-6%	-7%	3%	1%	4%	-2%	-8%[10 µM]
COc1cc(NC(=O)CSc2nncn2C)c(C)cc1[N+](=O)[O-]	0%	-1%	-9%	-4%	-5%	-3%	-3%	3%
COC(=O)C1CC(c2c(OC)cc(OC)cc2OC)=NO1 (stereo unspecified)	-3%	-8%	1%	10%	3%	1%	11%	12%[10 µM]
N#Cc1c(/N=C/c2ccccc2)oc(-c2ccccc2)c1-c1ccccc1	0%	-6%	0%	-10%	-8%	2%	18%	1%[10 µM]
O=S(=O)(Nc1ccc(N2CCCCC2)cc1)c1ccc(F)cc1F	4%	9%	-17%	-14%	-11%	8%	5%	-2%[10 µM]
CCCCc1c(O)cc(C)[nH]c1=O	-2%	6%	-2%	-4%	1%	-13%	1%	-3%[10 µM]
COc1cc(C2Nc3ccccc3C(=O)N2c2ccccc2)c(Br)cc1OCC(=O)O (stereo unspecified)	16%	0%	6%	6%	?	?	2%	/
COC(=O)CNC(c1ccccc1)c1cc(Br)ccc1NS(=O)(=O)c1ccc(C)cc1 (stereo unspecified)	8%	-9%	-2%	-16%	-11%	7%	-8%	27%[10 µM]
CCOC(=O)N1CCN(C(=O)CNC(=O)Cc2ccc(Cl)cc2)CC1	-3%	6%	-3%	3%	-10%	0%	3%	2%[10 µM]
Cc1cc2nc(-c3cccnc3SCC(=O)NC3CC3)[nH]c2cc1C	9%	1%	-6%	-7%	5%	-1%	-4%	13%[10 µM]
